# HKDC1 inhibitor = HKDC1 hexokinase inhibitors, primary screen, biochemical, fluorescence, uHTS; Q2TB90; recombinant HKDC1, G6PDH/diaphorase resazurin coupled fluorescence; inhibition, % at 20 µM; 340,000 tested, 0.16% active; AID 493160, 2011;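 active means inhibition above about 35% when tested at 20 µM, limit read from the data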;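 further: plate controls were DMSO wells with enzyme for no effect and DMSO wells lacking enzyme for full effect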
#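 Assay system: in-house recombinant HK5 (HKDC1) enzyme. Input: HKDC1 at 5 µg/mL. Medium: Tris pH 8.0 buffer with MgCl2, Tween-20, BSA, BME. Dosing: single 20 µM dose. Schedule: 90 min reaction incubation at room temperature, dark. Signal: resazurin-to-resorufin fluorescence via G6PDH and diaphorase coupling, 525/613 nm. Controls: DMSO-enzyme wells negative, buffer-substituted wells positive.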
# SENP8 block-1 = SENP8 protease inhibitors, primary screen, biochemical, luminescence | 330,000 tested, 1.2% active | AID 2540, 2010 | Sentrin-specific protease 8 (Homo sapiens), Q96LD8 | purified SENP8, Z-RLRGG-aminoluciferin cleavage | inhibition, % at 10 µM; in the data active means inhibition above about 50%
# Target sequence (Q96LD8 whole entry, looked up): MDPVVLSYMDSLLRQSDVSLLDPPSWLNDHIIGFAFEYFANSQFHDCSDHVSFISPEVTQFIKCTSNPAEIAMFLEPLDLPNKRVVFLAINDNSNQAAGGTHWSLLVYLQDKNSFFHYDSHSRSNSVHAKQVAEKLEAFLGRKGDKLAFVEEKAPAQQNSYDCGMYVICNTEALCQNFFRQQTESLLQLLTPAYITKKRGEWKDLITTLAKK
# SENP1 FRET inh = human SENP1 catalytic domain inhibitors, primary screen, biochemical, FRET, uHTS; Sentrin-specific protease 1 (Homo sapiens), Q9P0U3; recombinant SENP1 catalytic domain, CyPet-SUMO1-YPet FRET cleavage; inhibition, % at 10 µM; 360,000 tested, 0.21% active;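 active means inhibition at least 30% at 10 µM, raw YFP signal under a set limit, fluorescence ratio 0.5 to 1.5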;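 further: 0% = enzyme with DMSO and 100% = no enzyme wells; some results filed as inactive read as strong as hits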
# Target sequence (Q9P0U3 419-644 limits assumed): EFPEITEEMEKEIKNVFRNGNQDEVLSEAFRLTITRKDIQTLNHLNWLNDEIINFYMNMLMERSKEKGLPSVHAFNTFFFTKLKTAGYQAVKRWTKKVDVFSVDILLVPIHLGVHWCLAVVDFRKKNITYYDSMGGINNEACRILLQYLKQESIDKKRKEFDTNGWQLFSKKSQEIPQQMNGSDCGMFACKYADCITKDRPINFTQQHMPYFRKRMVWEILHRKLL
#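 Assay system – human recombinant His6-tagged SENP1 catalytic domain enzyme · Input – SENP1 enzyme, 20 pM final · Buffer or medium – Tris pH 8 buffer plus EDTA, NaCl, BME, BSA, NP40, catalase · Schedule – 50 min reaction at room temperature · Technique – FRET read of cyan and yellow fluorescence · Control set – no-enzyme wells low, DMSO-plus-enzyme wells high control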
# SENP6 block = SENP6 protease inhibitors, primary screen, biochemical, luminescence, uHTS; AID 2599, 2010; 330,000 tested, 1.8% active; inhibition, % at 10 µM; Recombinant SENP6 catalytic domain, aminoluciferin luminescence;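 active means inhibition above about 50% at the single tested dose, limit read from the data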;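 further: plate controls were DMSO wells with enzyme for no effect and DMSO wells lacking enzyme for full effect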
# Apaf-1 inh = inhibitors of human Apaf-1 apoptosome, primary screen, biochemical, DEVD-Rh110 fluorescence, uHTS. Apoptotic protease-activating factor 1 (Homo sapiens), O14727. reconstituted apoptosome caspase-3 activity. inhibition, % at 20 µM. 330,000 tested, 0.71% active; active means inhibition of at least 40% at 20 µM;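 further: plate controls were DMSO wells for no effect and DEVD-CHO caspase inhibitor wells for full effect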
#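 System: Apoptosome proteins | Medium: Hepes pH 7.5 with detergent and BSA | Also added: Cytochrome c trigger plus (Z-DEVD)2-Rh110 caspase-3 substrate | Incubation: 30 min compound preincubation, 50 min activation, room temperature | Detection: Rhodamine 110 fluorescence at Ex 480/Em 540 nm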
# PfG6PD inh = PfG6PD enzyme inhibitors, primary screen, biochemical, fluorescence intensity, uHTS. AID 504690, 2011. glucose-6-phosphate dehydrogenase-6-phosphogluconolactonase (Plasmodium falciparum 3D7). 350,000 tested, 0.78% active. inhibition, % at 20 µM. PfGluPho enzyme, NADPH resazurin-diaphorase fluorescence;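 active means inhibition reaching at least a set limit at 20 µM in the primary screen, cut at about 59% in these data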;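 further: 0% = DMSO wells with substrate and 100% = DMSO wells lacking glucose-6-phosphate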
# SENP7 block = SENP7 protease inhibitors, primary screen, biochemical, luminescence, uHTS; AID 434973, 2010; recombinant SENP7, Z-RLRGG-aminoluciferin luminescence, 40 min; 330,000 tested, 1.5% active; Sentrin-specific protease 7 (Homo sapiens), Q9BQF6; inhibition, % at 5 µM;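 active means inhibition above about 50% at the single test dose, limit read from the data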;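 further: plate controls were DMSO with enzyme for no effect and no enzyme buffer wells for full effect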
# Target sequence (Q9BQF6 706-1050 limits assumed): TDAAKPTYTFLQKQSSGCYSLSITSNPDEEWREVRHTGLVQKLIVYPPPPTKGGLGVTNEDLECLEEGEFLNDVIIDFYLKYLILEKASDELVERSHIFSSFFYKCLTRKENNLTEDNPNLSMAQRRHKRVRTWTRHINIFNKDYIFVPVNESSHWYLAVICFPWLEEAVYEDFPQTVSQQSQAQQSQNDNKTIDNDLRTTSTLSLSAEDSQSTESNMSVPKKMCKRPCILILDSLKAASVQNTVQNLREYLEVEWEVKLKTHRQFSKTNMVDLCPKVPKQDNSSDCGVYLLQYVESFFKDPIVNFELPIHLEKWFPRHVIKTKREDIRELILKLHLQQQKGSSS
# SENP8 block-2 = human SENP8 protease inhibitors, primary screen, biochemical, fluorescence, Nedd8 protein substrate, uHTS; Sentrin-specific protease 8 (Homo sapiens), Q96LD8; recombinant SENP8; inhibition, % at 20 µM; 360,000 tested, 0.64% active; AID 602440, 2012; in the data active means inhibition mostly above about 40%, no sharp cut-off; inactive means mostly below about 27%
# An asterisk follows results filed as active; . = not tested or not shown.
SMILES,HKDC1 inhibitor,SENP8 block-1,SENP1 FRET inh,SENP6 block,Apaf-1 inh,PfG6PD inh,SENP7 block,SENP8 block-2
CCOc1ccc(/C=N/NC(=O)COc2ccccc2-c2ccccc2)cc1,1.6,5.0,0.0,-7.0,36.5,2.5,-1.2,24.6
Cc1c(Cl)cccc1NC(=O)C1COc2ccccc2O1 (stereo not drawn),1.0,3.7,0.7,-7.9,1.7,-1.9,-0.9,21.1
Cc1csc(Sc2nc3c(c(=O)[nH]c(=O)n3C)n2Cc2ccccc2Cl)n1,-7.5,3.1,0.9,8.5,2.7,20.8,0.9,22.5
CCc1nn(CC(=O)NCCN2CCN(C)CC2)c(=O)c2cc3c(OC)cccc3n12,-5.8,7.7,-2.0,2.9,-1.2,5.0,-0.2,-330.2
O=C(Nc1ccccc1Cl)c1ccccc1Cc1ccccc1,-6.3,4.3,1.1,-1.2,5.6,16.6,-1.3,6.9
COC(=O)c1cn(NC(=O)COc2ccc(Cl)cc2)c(=O)c2ccccc12,2.5,4.3,1.8,0.1,-5.7,-6.7,-11.7,-40.2
CCc1ccc(OCC(=O)NNC(=O)CSc2nnc(-c3ccc(C)cc3)n2C)cc1,1.8,-3.1,0.4,1.6,-3.9,-27.3,7.9,7.0
COc1ccc(/C=N/n2cnnc2)cc1COc1ccccn1,-11.9,0.7,0.2,-4.1,-6.4,2.2,0.3,8.4
CC(C)c1ccc(/C=C/C(=O)N2CCCCCC2)cc1,2.7,-14.3,1.5,1.4,8.0,3.7,-6.1,16.6
CCOC(=O)c1c(C)n(C)c2ccc(OCC(O)CN(CC)CC)cc12 (stereo not drawn),-0.2,4.7,2.5,-8.0,8.2,13.9,-1.4,10.1
CCN(C(=S)Nc1cc(S(=O)(=O)N2CCOCC2)ccc1Cl)c1cccc2ccccc12,6.7,57.9*,-13.2,77.2*,30.7,47.8,39.2,-387.8
Cc1nnc(NC(=O)c2cccc(S(=O)(=O)N(C)c3cccc(Cl)c3)c2)s1,5.4,0.5,-9.3,0.2,-1.0,-13.0,-4.1,-12.8
C=CCN1C(c2ccc(Br)cc2)=CS/C1=C(\C#N)c1nnc(N2CCOCC2)n1-c1ccccc1,4.9,.,-2.8,.,.,23.4,.,20.3
CCc1ccc(C(C)NC(=O)c2ccncc2)cc1 (stereo not drawn),3.1,-1.9,0.5,-6.3,-14.9,-11.1,5.7,14.9
C=C(C)COc1ccc(-c2nc(N)nc(C)c2-c2ccc(OC)cc2)c(O)c1,15.4,3.5,-46.6,-0.7,29.7,31.9,1.4,-12.3
CC1CCN(S(=O)(=O)c2cccc(C(=O)N(C)C3(C)CCS(=O)(=O)C3)c2)CC1 (stereo not drawn),-6.8,-12.1,2.6,-10.0,-2.8,34.8,-9.3,24.2
Cc1cc(NC(=O)CSc2cn(CC(=O)N(C(C)C)C(C)C)c3ccccc23)no1,-8.2,3.2,-0.4,-2.3,3.3,1.8,1.5,4.6
O=C(CSCc1ccc(Br)cc1)NC1CC1,-4.5,-8.1,3.5,-9.0,-12.0,14.5,-0.6,4.6
O=C(CN(CC1CCCO1)C(=O)CNS(=O)(=O)c1ccccc1)NCc1ccc(F)cc1 (stereo not drawn),-8.0,2.9,2.0,-11.6,-4.9,0.4,-5.5,13.6
COc1cc(OC)cc(C(=O)NCCCCCCNC(=O)c2cc(OC)cc(OC)c2)c1,4.5,11.9,1.6,-0.8,-12.6,3.5,5.6,11.7
O=C(COc1ccc(S(=O)(=O)Nc2ccccc2)cc1)NCc1cccnc1,-5.4,6.2,-0.8,6.8,-9.6,2.3,2.8,7.6
CC1Cc2ccccc2N1C(=O)CSc1nnnn1-c1ccc2c(c1)OCCO2 (stereo not drawn),-6.3,1.3,3.0,1.6,-11.7,4.9,-0.5,5.8
Cc1cccc(N2CCN(S(=O)(=O)c3ccc4c(c3)CC(=O)N4C)CC2)c1C,-1.7,-1.5,-5.2,4.3,21.9,-24.6,-1.7,10.0
COc1nc(Nc2nc3ccccc3c(=O)[nH]2)nc2ccc(C)cc12,17.6,1.8,3.4,-18.1,4.8,-0.6,6.9,5.5

# 3 structures from above, ordered by molar mass, lowest first.
SMILES,HKDC1 inhibitor,SENP8 block-1,SENP1 FRET inh,SENP6 block,Apaf-1 inh,PfG6PD inh,SENP7 block,SENP8 block-2
CCc1ccc(C(C)NC(=O)c2ccncc2)cc1 (stereo not drawn),3.1,-1.9,0.5,-6.3,-14.9,-11.1,5.7,14.9
O=C(CSCc1ccc(Br)cc1)NC1CC1,-4.5,-8.1,3.5,-9.0,-12.0,14.5,-0.6,4.6
COc1cc(OC)cc(C(=O)NCCCCCCNC(=O)c2cc(OC)cc(OC)c2)c1,4.5,11.9,1.6,-0.8,-12.6,3.5,5.6,11.7

# New compounds follow:
SMILES,HKDC1 inhibitor,SENP8 block-1,SENP1 FRET inh,SENP6 block,Apaf-1 inh,PfG6PD inh,SENP7 block,SENP8 block-2
O=C(NC(=S)NCc1nc2ccccc2[nH]1)c1ccccc1F,-10.8,7.5,-17.4,3.6,-1.5,9.9,9.1,-73.0
CNC(=O)c1c(O)c2cccc3c2n(c1=O)CC3,-3.4,2.6,2.2,-3.0,5.4,-2.1,6.4,-123.0
O=C(Cc1cccs1)N/N=C/c1ccccc1,0.1,-1.6,1.6,-29.6,-8.7,-12.1,6.2,4.2
Cn1nnnc1SC(C(=O)Nc1ccc(F)cc1)c1ccccc1 (stereo not drawn),5.3,7.0,3.2,-10.8,-10.2,1.9,0.0,15.7
O=C(NCCCN1CCOCC1)c1ccc(CS(=O)(=O)Cc2ccc(Cl)cc2)o1,-6.3,-0.5,-0.1,2.1,-11.0,-9.3,-7.4,15.2
CC(C)[C@H](NC(=O)N1CC(=O)Nc2ccccc21)C(=O)N[C@@H](C(=O)O)c1ccccc1,-0.9,-5.6,0.2,-0.1,-8.1,5.8,9.5,-0.2
CCOc1ccc(N(CC(=O)Nc2ccc(OC)cc2)S(=O)(=O)c2c(C)noc2C)cc1,2.2,-7.6,-1.9,6.1,8.5,-8.4,2.6,3.4
COC(CNC(=O)c1ccc2c(c1)nc(C)n2-c1ccc(F)c(F)c1)OC,-5.3,8.8,-1.3,-21.7,4.7,-7.0,-1.3,5.9
CSc1nc2ccccc2n1Cc1cccc(F)c1,-2.2,0.4,1.6,13.6,-1.9,-19.4,3.9,15.0
COc1ccc(NC(=O)COC(=O)c2ccc(C)c(S(=O)(=O)N3CCCCC3)c2)cc1,-1.8,3.3,4.2,-1.9,-9.2,6.5,-0.5,7.8
COCc1nnc(NC(=O)CS(=O)(=O)Cc2ccccc2)s1,-6.7,-2.5,2.0,-6.5,10.2,21.2,-1.6,22.4
CCCn1cc(NC(=O)C2CC(c3cccc(Br)c3)=NO2)cn1 (stereo not drawn),7.9,-3.1,1.3,-7.9,2.2,1.9,-2.9,13.3
COc1ccccc1N(CC(=O)Nc1cc(S(=O)(=O)N(C)C)ccc1C)S(=O)(=O)c1cccs1,-4.3,-12.4,1.8,-6.0,22.8,36.8,3.1,10.6
CN1CCN(C(c2ccc(F)cc2)c2ccc3cccnc3c2O)CC1 (stereo not drawn),-5.7,.,1.6,.,.,-11.2,.,14.1
COc1ccc(N2CCN(CC(O)COc3ccc(C)c(C)c3)CC2)cc1 (stereo not drawn),-0.4,7.2,2.8,5.6,4.2,-7.9,6.7,9.2
CC1=C(C(=O)OCCc2ccccc2)C(c2ccsc2)NC(=O)N1C (stereo not drawn),-10.4,-14.8,3.4,-3.5,6.0,17.6,-10.5,3.7
Cc1ccc(S(=O)(=O)N2CCN(C(=O)c3cc(=O)c4ccccc4o3)CC2)cc1,-2.2,-4.9,0.9,-3.0,3.0,6.6,-3.9,17.9
COc1ccc(-n2c(SCC3CNC(=O)O3)nnc2-c2ccc(Cl)cc2)cc1 (stereo not drawn),-8.3,-10.6,0.3,-3.5,-0.4,28.2,-10.5,10.6
NC(=O)c1ccsc1NC(=O)COC(=O)/C=C/c1ccccc1,-0.5,1.7,-3.9,-1.8,11.9,10.2,-3.6,2.7
CC(C)C[C@@H](CN)NC(=O)c1nc[nH]c1C(=O)N[C@@H](Cc1ccccc1)C(=O)CNC[C@H](C)NC(=O)c1nc[nH]c1C(=O)N[C@@H](C)C(=O)O,3.7,.,-1.7,.,.,0.0,.,0.8
CC(=O)Nc1ccc(NC(=O)CCCCCn2nnc3ccccc3c2=O)cc1,3.1,1.6,1.4,-2.5,-0.3,-3.5,-0.7,25.6
Cc1ccc(CSCC(=O)NCc2ccc(F)cc2)cc1,2.0,2.6,-0.2,6.7,3.1,0.8,-0.7,2.9
NCCNC(=O)Cc1cccc(NC(=O)Cc2ccc(Nc3ncnc4c3ncn4[C@@H]3O[C@H](CO)[C@@H](O)[C@H]3O)cc2)c1,-2.3,9.6,-2.4,21.1,-4.0,-5.4,-4.0,-2.4
COc1ccc(C(=O)Nc2ccccc2C(=O)O)cc1Cl,2.4,94.3*,-1.1,96.9*,4.9,45.5,91.6*,13.8

# Individual results from the entries so far.
# NC(=O)c1ccsc1NC(=O)COC(=O)/C=C/c1ccccc1 in SENP8 block-1 → 1.7
# CC(C)C[C@@H](CN)NC(=O)c1nc[nH]c1C(=O)N[C@@H](Cc1ccccc1)C(=O)CNC[C@H](C)NC(=O)c1nc[nH]c1C(=O)N[C@@H](C)C(=O)O in HKDC1 inhibitor → 3.7
# Cc1ccc(S(=O)(=O)N2CCN(C(=O)c3cc(=O)c4ccccc4o3)CC2)cc1 in SENP8 block-1 → -4.9
# COc1ccc(-n2c(SCC3CNC(=O)O3)nnc2-c2ccc(Cl)cc2)cc1 (stereo not drawn) in SENP1 FRET inh → 0.3
# CC1=C(C(=O)OCCc2ccccc2)C(c2ccsc2)NC(=O)N1C (stereo not drawn) in SENP8 block-2 → 3.7
# NCCNC(=O)Cc1cccc(NC(=O)Cc2ccc(Nc3ncnc4c3ncn4[C@@H]3O[C@H](CO)[C@@H](O)[C@H]3O)cc2)c1 in SENP1 FRET inh → -2.4

# Screening data as filed in PubChem BioAssay.

# Rows were taken by chance. About 3.6% of those tested had a hit in this group.
